Screening data as filed in PubChem.
AID1053144 = Wnt/beta-catenin signaling activators, dose response, cell-based, iPS-derived NPC, luciferase, Wnt3a, cherry-pick (AID 1053144); activation, % at the top dose, mostly 26 µM; hits show AC30 in µM; NPC TCF/LEF luciferase reporter, Wnt3a EC25, 24 h; 3,400 tested, 4.8% active;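 active = fitted curve reaches 30% activation at a concentration no higher than the top valid tested dose, luminescence rising; inconclusive = no clear call, values can overlap the other calls; inactive = signal moving opposite to the expected increase, plus the rest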;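 note: wnt3a stimulus is conditioned medium from Wnt3a-transfected mouse L cells at 5% in well; 0% = neutral control wells and 100% = CHIR-99021 positive control wells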
An asterisk follows results filed as active; u = inconclusive. The list is partial; the hit share may differ from the screen's.

SMILES | AID1053144
COc1ccc(/C=C/C(=O)c2ccccn2)cc1 | 14%
Cc1ccc(-n2c(C)cc(C(=O)CSc3nnnn3C)c2C)cc1 | 9%
C=CCSc1cc(C)nc2c(-c3ccccc3)cnn12 | 3%
O=C(Nc1ccc(OC(F)(F)F)cc1)c1n[nH]c(Cn2cncn2)n1 | 1%
CCOC(=O)C1CCN(C(=O)c2cc(COc3ccc(OC)c4ccccc34)on2)CC1 | 10%
O=C(Nc1nc2c(F)cccc2s1)c1ccco1 | 11%
COc1ccc2oc(=Nc3ccccc3)c(-c3nc4ccccc4[nH]3)cc2c1 | -4%
COc1ccc(C(=O)Nc2ccc3c(c2)OCCO3)c(OC)c1 | 15%
O=C(c1cc(-c2cccc(O)c2)on1)N1CCCCCC1 | 4.8µM*
CCCn1c(C)cc(C(=O)Cn2nnc3ccccc3c2=O)c1C | 4%
Fc1ccc2cc(-c3ccsc3)ncc2c1 | 9%
Cc1ccc(/C=N/NC(=O)c2cccs2)cc1[N+](=O)[O-] | 8%
O=C1c2ccccc2C(=O)C1c1ccc(O)cc1 | 15µM*
O=C(NCCc1ccccc1)c1cnc2ccccc2n1 | 10%
O=C(NCCc1ccccc1)c1cccnc1 | 7%
COc1ccc(C(=O)Cn2nnc(-c3cccs3)n2)cc1 | 19%
CN1CCN(/N=C/c2nc(-c3ccc(Cl)cc3)n3ccccc23)CC1 | 10%
O=C(/C=C1\OCc2ccccc21)c1ccccc1 | 14%
Cc1nn(-c2ccc(Br)cc2)c(=O)c2ccccc12 | 14%
O=c1c(N=Nc2ccccc2)c[nH]n1-c1ccccc1 | 14%
Clc1ccccc1/C=C/c1nc(-c2cccnc2)no1 | 6%
Cc1csc(NC(=O)c2cc3c(s2)-c2ccccc2OC3)n1 | 3%
COc1cc(SC)ccc1C(=O)Nc1ccc(C)cc1 | 7%
O=C1S/C(=C\c2cccs2)C(=O)N1c1ccc(O)cc1 | 14%
Cc1ccc(C)c(S(=O)(=O)N(C(=O)c2ccncc2)c2ccc(OC(=O)c3ccncc3)cc2)c1 | 2%

Further results follow.
SMILES | AID1053144
O=C(Oc1ccc(-c2cnc3ccccc3n2)cc1)c1ccc(Br)o1 | 3%
Cc1cc(C)cc(NC(=O)CCn2cnc3cc(C)c(C)cc32)c1 | 5%
Cc1ccc(OCCSc2ncccn2)c(C)c1 | 7%
Cc1ccc(/C=C2\Sc3ccccc3C2=O)s1 | 12%
CSc1cccc(CNC(=O)C2CCC(=O)N(CCc3ccccc3)C2)c1 (centres undefined) | 5%
C(=N\Nc1nc2ccccc2[nH]1)/c1ccc2c(c1)OCCO2 | 9%
COc1ccc(NC(=O)c2cccc(OS(=O)(=O)N(C)C)c2)cc1 | 9%
Cc1scc(C(=O)N/N=C/c2ccc(Cl)s2)c1C | 9%
Cc1ccsc1/C=C1\CCC(C2CCCC2)C1=O (centres undefined) | 3%
CCn1c(O)c(C#N)c(C)cc1=O | 2%
Fc1ccccc1CSc1nnc(-c2ccccc2)o1 | 9%
CCCCNC(=O)C1CC(c2cccc([N+](=O)[O-])c2)=NO1 (centres undefined) | 16%
Fc1cccc(-c2ncc(-c3ccccc3)o2)c1 | 13%
Cc1nc2ccc(NC(=O)Cc3cccs3)cc2s1 | 6%
Clc1ccc(-c2cc3ccccc3[nH]2)cc1 | 11%
Cc1nc(NC(=O)c2ccc3c(c2)OCCO3)ccc1Br | 7%
CCc1ccc(/C=N/Nc2ncnc3nc[nH]c23)cc1 | 9%
CCCC(=O)Nc1ccc2oc(-c3cccnc3)nc2c1 | 14%
Cc1nc2nc(-c3cccs3)[nH]c2cc1Br | 9%
COC(=O)CNc1c(-c2ccccn2)nc2ccc(Br)cn12 | 4%
Cc1ncoc1C(=O)Nc1ncc([N+](=O)[O-])s1 | 1%
CC(C)C[C@@H](CSc1ccccc1)N1CCN(CC(C)C)CCC1=O | 5%
COc1ccc(Nc2nc(N)nc(CSc3nccn3C)n2)cc1 | 4%
O=C1c2ccccc2C(Nc2ccccc2)N1c1ccc(Cl)cn1 (centres undefined) | 2%
Cc1ccc(-c2nnc(-c3cc(C)on3)o2)cc1 | 11%

Additional records follow:
SMILES | AID1053144
O=C(/C=C/c1cc2ccccc2o1)c1ccccc1O | 10%
O=C(Nc1nc2ccc([N+](=O)[O-])cc2s1)c1ccncc1 | 6%
COc1cccc2oc3ccc(C#Cc4ccccn4)cc3c(=O)c12 | 12%
CC(C)(C)NC(=O)C(c1cc2ccccc2o1)n1c(-c2ccc(-c3ccccc3)cc2)nc2ccccc21 (centres undefined) | -6%
CC(C)(C)C1CCC(=O)N(CCSc2ccccc2)CC1 (centres undefined) | 5%
O=C(NCC(=O)N1CCCCC1)c1sc2ccccc2c1Cl | 13%
Cc1ccc(NC(=O)c2ccc3c(=O)n4c(nc3c2)CCC4)cc1F | 11%
CCc1ccc(NC2=CC(=O)C(=O)c3ccccc32)cc1 | -2%
Cc1ccc(COc2ccc3c(c2)OCO3)cc1 | 17µM*
CN1C(=O)S/C(=C/c2ccc(OCc3cccc(C(=O)O)c3)cc2)C1=O | 3%
Cc1ccc(S(=O)(=O)C(NC(=O)c2ccccc2)=C(Cl)Cl)cc1 | 16%
CC(=O)Oc1ccc(Oc2ccc(-c3noc(C)n3)cc2)cc1 | 4%
COc1ccccc1CCC(=O)Nc1nc2ccccc2[nH]1 | 0%
C(=N\Nc1nncc2ccccc12)/c1ccccc1 | 13%
Cc1ccc(-c2nc(-c3ccncc3)no2)cc1 | 5%
COc1cc(OC)cc(-c2cc3cc(F)ccc3cn2)c1 | 8%
c1ccc2c(c1)oc1c(Nc3ccc4c(c3)OCO4)ncnc12 | 4.8µM*
COc1ccc(-c2cc3ccc(OCC(C)=O)cc3oc2=O)cc1 | 2%
Cc1cccc(C#Cc2ccccc2)n1 | 9%
Clc1cc2nc(-c3cccnc3Cl)[nH]c2cc1Cl | 17%
O/C(=C\c1ccc2ccccc2n1)c1ccc(O)cc1O | 2%
O=c1c2c3c(sc2nc2n1CCCCC2)CCCC3 | 8%
CCS(=O)(=O)c1ccc2oc(Nc3ccccc3Br)nc2c1 | 9%
Nc1nc(N)nc(-c2cccc(Br)c2)n1 | 13%
CCOC(=O)Nc1ccc(Oc2ccccc2)cc1 | 17%

(next part)
SMILES | AID1053144
Clc1ccccc1-c1ncc2ccccn12 | -1%
C/C(=N\O)c1ccc(N2C(=O)C3CC=C(Cl)CC3C2=O)cc1 (centres undefined) | 17%
COc1ccc(CNC(=O)CCCn2nc(C)c([N+](=O)[O-])c2C)cc1OC | 9%
CCNc1nc(-c2cc3ccccc3o2)cs1 | 3%
CCOC(=O)c1cccc(NC(=O)c2ccc(F)cc2F)c1 | 10%
CC#CCOCC1CNC(=O)O1 (centres undefined) | 2%
COC(=O)c1c(C)[nH]c(C(=O)C(C)OC(=O)C2CC(=O)N(CCc3ccccc3)C2)c1C (centres undefined) | 0%
O=C(CN1CCN(Cc2ccc(Cl)cc2)CC1)N/N=C/c1cccc(F)c1 | 3%
Cc1ccc(/C=N/Nc2nc3ccccc3[nH]2)s1 | 16µM*
CCOC(=O)c1sc2nc(-c3cccnc3)ccc2c1N | 15%
COc1cccc(/C=C/C(=C2\C(=O)N(c3ccccc3)N=C2C)c2ccc(Br)cc2)c1OC | -3%
COc1ccccc1C1C(C#N)=C(N)N(N(C)C)C2=C1C(=O)CC(C)(C)C2 (centres undefined) | 1%
C/C(=C\c1ccccc1)C(=O)NCc1ccco1 | 9%
Cc1ccc(NC(=O)C(=O)c2c[nH]c3ccccc23)cc1 | 10%
O=C(Nc1ccc(Cl)cn1)c1ccc2nccnc2c1 | 12%
Cc1nc([N+](=O)[O-])cn1CC(O)c1ccc(Cl)cc1 (centres undefined) | 1%
Brc1ccc(-c2nc(-c3ccccc3)no2)o1 | 7%
COc1ccc(C2=Nc3ccccc3N(C(=O)c3ccc4ncccc4c3)C2C(=O)NC(C)(C)C)cc1 (centres undefined) | 7%
CC(C)=CC(=O)Nc1ccc(OCc2ccccc2)cc1 | 10%
Clc1ccccc1C=NNc1ccccn1 | 9%
COC(=O)c1c(NC(C)=O)sc(C(=O)Nc2ccccc2F)c1C | 11%
CCOC(=O)c1sc(=NC(=O)c2cccc(OC)c2)n(C)c1C | 4%
c1ccc2nc(-c3ccc(-n4ccnc4)cc3)ccc2c1 | 4%
N/C(=N\OC(=O)c1ccc2ccccc2c1)c1ccccc1Cl | 10%
C/C(=C\c1ccccc1)C(=O)Nc1nccs1 | 8%

12 entries already listed, arranged by their value in AID1053144, highest first:
smiles | AID1053144
C/C(=N\O)c1ccc(N2C(=O)C3CC=C(Cl)CC3C2=O)cc1 (centres undefined) | 17%
O=C(Nc1ccc(Cl)cn1)c1ccc2nccnc2c1 | 12%
COC(=O)c1c(NC(C)=O)sc(C(=O)Nc2ccccc2F)c1C | 11%
N/C(=N\OC(=O)c1ccc2ccccc2c1)c1ccccc1Cl | 10%
COc1ccc(CNC(=O)CCCn2nc(C)c([N+](=O)[O-])c2C)cc1OC | 9%
C/C(=C\c1ccccc1)C(=O)Nc1nccs1 | 8%
COc1ccc(C2=Nc3ccccc3N(C(=O)c3ccc4ncccc4c3)C2C(=O)NC(C)(C)C)cc1 (centres undefined) | 7%
CCOC(=O)c1sc(=NC(=O)c2cccc(OC)c2)n(C)c1C | 4%
CC#CCOCC1CNC(=O)O1 (centres undefined) | 2%
COc1ccccc1C1C(C#N)=C(N)N(N(C)C)C2=C1C(=O)CC(C)(C)C2 (centres undefined) | 1%
Clc1ccccc1-c1ncc2ccccn12 | -1%
COc1cccc(/C=C/C(=C2\C(=O)N(c3ccccc3)N=C2C)c2ccc(Br)cc2)c1OC | -3%

(further entries)
SMILES | AID1053144
Cc1cnc(C(=O)Nc2nnc(C(C)C)s2)cn1 | 7%
O=c1cccc2n1Cc1cc3ccccc3nc1-2 | 17%
COc1cc(/C=N/Nc2nc3ccccc3s2)ccc1O | u
O=C(N/N=C/c1sc(=O)n(-c2ccccc2)c1Cl)c1ccccc1 | 11%
Cc1cccc(-c2ncc(S(=O)(=O)C(C)(C)C)c(N)n2)c1 | 14%
Cc1ccc(Nc2nc(-c3ccc(O)cc3O)cs2)nc1 | 0%
O=C1/C(=C/c2ccc(O)cc2)COc2ccccc21 | 0%
CC(C)COc1ccc(C(=O)Nc2ccccc2[N+](=O)[O-])cc1 | 12%
O=C(NCc1ccc(Cl)cc1Cl)Nc1ccccc1 | 8%
Nn1c(SCc2c(F)cccc2F)nnc1-c1ccccn1 | 8%
CCCOc1ccc(C(=O)Nc2ccc3c(c2)OCO3)cc1 | 13%
CC1CCN(C(=O)CN2C(=O)c3ccccc3S2(=O)=O)CC1 | 6%
CCn1c(COc2ccc(OC)cc2)nc2ccccc21 | 12%
O=C(NC1CCCCC1)c1ccc2ccccc2c1 | 15%
CC(=O)Nc1ccc2oc(-c3ccccc3)nc2c1 | 7%
Fc1ccccc1-c1ccc(/C=N/Nc2nc3ccccc3[nH]2)o1 | 17µM*
COc1ccc(C(=O)CN2Cc3ccccc3C2=N)cc1 | 9%
COCCNC(=O)C(c1ccc(C)o1)N(Cc1ccccc1)C(=O)Cn1nnc2ccccc21 (centres undefined) | 0%
Nc1c(C(=O)c2ccccc2)oc2ccc(Br)cc12 | 5%
COc1cccc(NC(=O)c2cc3ccccc3cc2OC)c1 | 17%
Cc1ccc2c(c1)COc1c3ccc(C(=O)N4CCOCC4)cc3nn1-2 | 13%
c1ccc(-n2cnnc2SCc2nc3ccccc3s2)cc1 | 4%
CCOC(=O)c1ccc(-c2ccc(C=O)o2)cc1 | 7%
COc1ccc(NC(=O)NC(=O)c2ccccc2)cc1 | 13%
O=C(COc1ccccc1[N+](=O)[O-])Nc1ccc(Br)cc1 | 11%

(listing goes on)
SMILES | AID1053144
O=C(Nc1ccc(NC(=O)C2CCCCC2)nc1)c1cccs1 | 10µM*
CC1=CCC(C(=O)O)C(C(=O)Nc2ccc(-c3nc4ccc(C)cc4s3)cc2)C1 (centres undefined) | 8%
COc1ccc(C2NN=C(c3ccc(C)cc3)S2)cc1OC (centres undefined) | 6%
COc1ccc(OCc2cc(C(=O)N3CCCC(CO)C3)no2)c2ccccc12 (centres undefined) | 22%
Nc1cc([N+](=O)[O-])ccc1OCc1ccccc1 | 9%
Clc1ccccc1-c1nc(-c2ccccc2)n[nH]1 | 15%
CC(C)NC(=O)c1ccc2c3n(nc2c1)-c1ccc(Cl)cc1CO3 | 18%
Cc1ccc2nc(NC(=O)CS(=O)(=O)Cc3ccccc3)sc2c1 | 6%
COc1ccccc1OCc1nc2ccccc2[nH]1 | 12%
COC(=O)N/N=C/c1ccc(OC(=O)/C=C/c2ccco2)cc1 | 10%
COc1ccc(-c2nnc(-c3cccnc3)o2)cc1 | 9%
Cc1ccc(N=Cc2sc(O)c3ccccc23)cc1 | 16%
CC1CCN(c2ccc(NC(=O)c3cccnc3)cc2)CC1 | 6%
COc1ccc(C(=O)COC(=O)c2ccccc2O)c(OC)c1 | 9%
Cn1c(CCNC(=O)c2ccco2)nc2cc(NC(=O)c3ccccc3)ccc21 | 17%
CCN(CC)c1ccc(/C=N/NC(=O)OC(C)(C)C)cc1 | 11%
CCC(C)NC(=O)c1cc2cc3ccc(OC)cc3nc2s1 (centres undefined) | 10%
C(=N\NCc1ccccc1)/c1ccc2ncccc2c1 | 5%
CC(C=NNc1ccc([N+](=O)[O-])cn1)=Cc1ccccc1 | 17%
COc1ccc2sc3ccccc3c(=O)c2c1 | 10%
O=C(C1CC1)N1CCN(c2nc3ccccc3s2)CC1 | 6%
Cc1ccc(-c2cc(C(=O)N3CCOCC3)c3cc(C)ccc3n2)cc1 | 4%
CC(=O)Nc1nc(-c2ccc3ccccc3c2)cs1 | 10%
O=C(COc1ncnc2cc(Cl)ccc12)c1ccc2c(c1)OCCO2 | 6%
Cc1cccc(NC(=O)c2cccc([N+](=O)[O-])c2O)c1C | 9%
